High-throughput results deposited in PubChem by several laboratories.
CSM14.1 death rescue = protection against thapsigargin-triggered cell killing – 384-well, CSM14.1, ATP luminescence, primary screen (AID 1222). cellular ATP content (survival), % at 20 µM, or EC50 in µM where a hit was titrated. 190,000 tested, under 10 active. CSM14.1 thapsigargin-induced death rescue, ATP luminescence; higher % means a stronger effect;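 active = EC50 below 50 µM in the dose-response confirmation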;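 note: death triggered by thapsigargin at about 15 µM added after 2 h compound pretreatment; cell ATP read after overnight thapsigargin exposure of roughly 18 to 22 hours; normalized against plate controls of thapsigargin alone and 5% DMSO vehicle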
XIAP displacement = small molecules displacing peptide from XIAP – biochemical, IAP family, fluorescence polarization (AID 1018). XIAP BIR domain, fluorescence polarization peptide displacement; higher % means a stronger effect. one-dose displacement, % at 20 µM; IC50 in µM for titrated hits. hit rate 0.007% among 200,000; in the data active = displacement above about 50%; note: a part of the inactive calls stands beside numbers as strong as those of hits
WT yeast gro inh = growth inhibition of WT yeast, mitochondrial fusion screen | hit rate 2.1% among 190,000 | mitochondrial fusion phenotypic screen, WT strain | AID 1362 | inhibition, % at 10 µM; in the data active = inhibition above about 58%; tested in S. cerevisiae
Autophagy HCS = autophagy modulation, high-content screen. hit rate 0.98% among 190,000. calls only at 10 µM (by protocol). MEF GFP-LC3 puncta imaging; test concentration mostly 10 µM;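 active = percentage of spot-positive cells more than 3 SD above its plate mean, without a fluorescence outlier flag or 80% toxicity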;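 note: spot-positive cell cutoff set from DMSO-treated cells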
MT stabilize HCS = microtubule stabilizers in HeLa cells. HeLa tubulin immunostaining HCS, 24 h; share of cells brighter than vehicle mean+2SD. % tubulin-high responders, % at 10 µM. hit rate 0.83% among 200,000;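 active = plate Z-score above 3 for both tubulin-high and condensed-nucleus cell shares, with cell loss under 80%, at 10 µM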;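 note: anti alpha tubulin signal scored within the nucleus-defined area of each cell; some results filed as inactive read as strong as hits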
bCat nuc transl = beta-catenin nuclear translocation modulation | HeLa beta-catenin nuclear translocation, immunofluorescence imaging | nuclear translocation activity, % at 5 µM | hit rate 0.3% among 190,000 | AID 1665;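 active = nuclear translocation activity above 50% at 5 µM, with a well cell count of 50 or more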;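 note: per-cell ratio of nuclear to cytoplasmic median beta-catenin stain intensity; plate controls were DMSO negative control for no effect and GSK-3 inhibitor IX positive control for full effect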
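Test system: human HeLa cells, endogenous beta-catenin. Times: 24 h compound exposure, 37°C. Measured by: beta-catenin immunofluorescence imaging with DAPI.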
Lipid droplet = modulators of hepatic lipid droplet formation; hit rate 0.4% among 240,000; inhibition, % at 6.5 µM; AML12 mouse hepatocytes, oleate lipid droplets, BODIPY imaging; AID 1656;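 active = lipid droplet intensity inhibited by at least 50%, with more than 500 cells counted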
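Assay system: AML12 hepatocytes (mouse); Probe or stimulus: oleic acid at 100 µM to induce lipid droplet formation; Dosing: compound at 6.5 µM only; Schedule: compound with oleate, overnight; Detection: fluorescence imaging, 20x objective, two fields per well; Measure: % inhibition of lipid droplet signal.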
Dynein cargo inh = blocks dynein driven cargo transport along microtubules; 3617.4 mouse cells, GR-EGFP nuclear translocation imaging; test concentration mostly 20 µM; stimulated with dexamethasone, 1 µM; stronger effect = lower value; z-score, hits read low; hit rate 0.47% among 220,000; AID 1381;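 active = plate z-score of nuclear minus cytoplasmic receptor signal below a set negative limit, without overly bright fluorescence or cell loss, cut at about -3.5 in these data, passing the limit was not always enough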;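 note: z-score of nuclear minus cytoplasmic ring GR-EGFP intensity difference per well; some compounds called inactive have numbers as strong as hits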
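Medium: Induction medium lacking tetracycline, stripped serum | Probe or stimulus: 1.0 µM final dexamethasone stimulus | Schedule: 48 h induction, then 1 h compound, then 30 min agonist, 37 °C | Signal: Automated 10x imaging of fixed Hoechst-stained cells | Evaluation: Per-cell GR-EGFP intensity, nucleus versus surrounding cytoplasmic ring, well-averaged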
Ins promoter up = MIN6 insulin promoter up-regulation | AID 1625 | MIN6 insulin promoter-GFP reporter, high-content imaging; stronger effect = higher value | z-score at 5 µM | hit rate 0.3% among 190,000;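 active = z-score above 3 at 5 µM with at least 500 cells counted in the well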
WT yeast gro inh mutant strain = further read-out of WT yeast gro inh, marked with its call; inhibition, %; mitochondrial fusion phenotypic screen, mutant strain inhibition
Dynein cargo inh cytoplasmic EGFP = also measured in Dynein cargo inh; calls as there; z-score; measured here: cytoplasmic GR-EGFP intensity; stronger effect = higher value
Dynein cargo inh nuclear GR-EGFP = further read-out of Dynein cargo inh, marked with its call; z-score; measured here: nuclear GR-EGFP intensity;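 lower value marks the stronger effect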
Dynein cargo inh cell count = also measured in Dynein cargo inh; calls as there; z-score; measured here: cell count per field
Ins promoter up cell count = further read-out of Ins promoter up, marked with its call; cell count; measured here: cytotoxicity, nuclei count;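 total cells summed across four imaged fields per well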
Lipid droplet cells 6.5 µM = also measured in Lipid droplet; calls as there; cell count; measured here: cell count, cytotoxicity flag;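 cells counted across two imaged fields per well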
bCat nuc transl cell count 5 µM = second read-out of bCat nuc transl, no call of its own (marks repeat the call); cell count; measured here: cell count, cytotoxicity flag
MT stabilize HCS Hoechst-high % = second read-out of MT stabilize HCS, no call of its own (marks repeat the call); % Hoechst-high responders; measured here: nuclear condensation Hoechst responders;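 share of cells brighter than vehicle mean plus two SD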
MT stabilize HCS cytotoxicity % = recorded beside MT stabilize HCS, whose call it bears; toxicity, %; measured here: cytotoxicity by cell density;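 0% = mean cell density of plate MIN control wells and 100% = no cells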
Autophagy HCS cell loss 18 h = second read-out of Autophagy HCS, no call of its own (marks repeat the call); toxicity, %; measured here: cell loss, nuclei count;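 cell loss after 18 h compound exposure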
* hit, by the source's call; i = inactive; · = no result given; + = active, no number.

SMILES	CSM14.1 death rescue	XIAP displacement	WT yeast gro inh	WT yeast gro inh mutant strain	Autophagy HCS	Autophagy HCS cell loss 18 h	MT stabilize HCS	MT stabilize HCS Hoechst-high %	MT stabilize HCS cytotoxicity %	bCat nuc transl	bCat nuc transl cell count 5 µM	Lipid droplet	Lipid droplet cells 6.5 µM	Dynein cargo inh	Dynein cargo inh cytoplasmic EGFP	Dynein cargo inh nuclear GR-EGFP	Dynein cargo inh cell count	Ins promoter up	Ins promoter up cell count
N#C/C(=C\c1cn(-c2ccccc2)nc1-c1cc2ccccc2o1)c1nc2ccccc2[nH]1	-0.8%	-9.3%	-6	-8	+	-4.2*	2.4	9.3	8.4	-1.5	622	-2	589	-0.72	0.26	-0.56	0.85	1.7	916
O=C(NCc1cccs1)C1CCN(S(=O)(=O)c2ccc(Cl)cc2)CC1	1.1%	-11%	-12	-17	i	-9	4.8	1.5	5.5	0.5	967	0	691	1.2	-0.33	0.83	-0.6	1.2	1358
COc1ccccc1C(=O)C1CCCN(C(=O)CN2CCCCC2=O)C1 (stereo not drawn)	0.7%	-6.1%	2	13	i	10	3.7	2.5	5.5	2.9	993	-3	591	-0.17	-0.29	0.064	0.11	0.93	1469
Cc1cc(C)cc(OCC(=O)Nc2ccc(F)cc2)c1	-1.8%	0.5%	10	0	i	-8	2.2	1.4	3.2	-1.9	1394	·	·	0.032	-0.27	-0.86	0.13	0.65	1239
CCCn1c(=O)c(C(=O)NCc2ccccn2)c(O)c2ccccc21	-3.1%	-2.1%	5	-1	i	-3	2.4	2.0	3.9	0.4	1070	-19	638	1.3	1.1	2	-1.8	0.1	1780
CC(C)CC(=O)NS(=O)(=O)c1ccc(N)cc1	-1.4%	0.1%	-24	17	i	-4	5.7	1.5	6.3	2.3	1091	-6	708	-0.79	-0.25	-0.45	0.55	·	·
O=C(CCSCCc1ccccn1)Nc1ccc(Br)cn1	-0.3%	-4.7%	3	-20	i	3	1.8	2.1	9.6	·	·	2	727	-0.61	-0.2	-0.43	0.24	-0.62	1095
O=C1NCCN1C(=O)C12CC3CC(CC(C3)C1)C2	7.4%	-6.7%	1	-9	i	14	4.0	2.3	6.2	·	·	·	·	0.5	-0.28	0.55	0.29	·	·
Cc1cc(CNCc2c(C(=O)N3CCCCCCC3)nc3ccc(Cl)cn23)nn1C	-1.1%	-4.5%	-8	-5	i	2	2.7	2.1	6.5	2.1	960	-29	678	0.63	-0.21	0.27	-0.47	-0.52	1397
O=C(COc1ccccc1)NCCn1ccc2ccccc21	-0.9%	-4.6%	-3	2	i	-9	3.2	1.9	7.6	-0.9	878	-45	726	2.3	-0.097	1.2	-1.3	·	·
CC(C)CC(=O)NCCNC(=O)c1cc(OCC(F)(F)F)ccc1OCC(F)(F)F	-1.4%	-4.5%	2	2	i	-5	0.6	0.8	4.0	-1.8	1183	-10	738	-0.15	0.14	0.26	0.22	-0.82	820
CNC[C@H](O)c1cccc(O)c1	-2.3%	-6.7%	9	-9	i	21	2.6	3.6	10	-2.9	529	16	694	-0.29	-0.3	0.034	1.3	·	·
COc1ccnc(CSC(N)=Nc2cccc(C(F)(F)F)c2)c1	-4.4%	-1.1%	22	0	i	4	4.1	3.0	5.2	-0.7	604	-20	750	-1.2	-0.093	-0.85	0.29	-0.05	1154
COc1cc(/C=N/NC(=O)c2nonc2N)cc(OC)c1OC	-0.5%	-8.4%	-12	6	i	14	2.9	2.3	3.9	-2.2	1090	-15	693	-0.38	-0.33	0.2	0.88	0.84	1284
Cc1ccc(SC/C(O)=C(\C#N)c2nc3ccccc3n2C)cc1	-1.5%	-0.6%	-10	-8	·	·	1.7	1.6	1.4	-5.0	1201	-1	729	-0.65	-0.2	-0.026	0.37	-0.71	822
Cc1ccc(S(=O)(=O)N2CCN(C(=O)C3CCN(C(=O)c4ccccc4C)CC3)CC2)cc1C	-1.4%	-3.3%	4	11	i	7	3.8	0.9	6.3	-2.5	1116	-8	645	0.078	-0.34	-0.2	0.03	-0.49	1259
CC1(C)C(c2ccco2)=[N+]([O-])C2(CCCCC2=O)N1O (stereo not drawn)	-2.0%	-9.8%	-1	7	i	-3	3.3	2.3	7.2	-2.7	1203	15	730	-0.21	-0.25	-0.19	0.65	0.5	1182
CCC1=C2CC[C@H]3C(=O)N(c4ccccc4)C(=O)[C@H]3[C@H]2[C@@]2(C)C(=NCC(=O)OC)OC(=O)N2C1=O	·	·	·	·	·	·	·	·	·	-2.1	1132	-9	756	-0.5	-0.74	-0.2	0.25	-0.17	986
C=CCSc1nc2ccccc2[nH]1	-1.0%	-2.4%	8	4	i	18	3.6	3.7	5.2	-4.7	1018	·	·	-0.19	-0.3	-0.056	0.11	·	·
CN(Cc1ncc[nH]1)Cc1cn(-c2ccccc2)nc1-c1ccc2c(c1)OCO2	·	·	·	·	·	·	·	·	·	-0.1	1233	-20	712	-0.26	-0.21	-0.16	-0.38	-1.2	976
COc1cccc(NC(=O)N2CCOCC2)c1	0.0%	-4.4%	-4	6	i	12	2.4	1.7	7.6	-5.8	975	·	·	-0.79	-0.18	-0.41	0.85	-1.3	1408
Cc1cccc2cc3c(N)c(C(=O)N4CCc5ccccc54)sc3nc12	0.5%	-34%	25	7	+	7.8*	12*	46*	29*	12	783	21	718	-11	28	-1.1	-0.13	4.4*	1228*
CC(=O)c1ccc(Nc2cc(C)nc3nc(C)nn23)cc1	-2.9%	-3.5%	-6	0	i	14	2.7	2.1	8.8	0.0	542	-5	730	0.11	-0.18	0.8	0.21	0.82	1242
Cc1cc(C(=O)NCc2cccs2)ccc1[N+](=O)[O-]	-0.1%	-6.3%	17	7	i	12	4.2	2.2	2.3	-1.4	1132	-7	673	0.03	-0.24	0.094	-0.17	0.33	1455
CCOC(=O)c1cnn(CCOC(=O)c2ccccc2F)c1NC(=O)c1ccccc1F	-2.5%	-1.2%	-3	-12	i	-4	3.8	2.3	4.3	-0.7	922	-8	518	-0.68	-0.34	-0.66	1.1	0.01	1429
CCOc1ncccc1C(=O)Nc1ccc(F)cc1	-1.8%	-5.7%	2	16	i	1	2.8	2.0	5.4	-1.3	932	2	604	0.2	-0.15	0.82	-0.38	-0.14	1734
CCOC(=O)c1ccc(NCC(O)COc2ccccc2)cc1 (stereo not drawn)	-1.0%	4.5%	18	6	i	4	4.1	3.1	18	-0.3	1258	9	693	1.7	-0.14	1.5	-0.43	0.18	1072
CC(O)CNc1nc2sc3c(c2c(=O)n1CCc1ccccc1)CCCCC3 (stereo not drawn)	0.7%	-68%	75*	28*	i	38	4.6	2.4	7.5	4.1	1079	4	646	0.003	-0.19	0.21	-0.39	-1.4	1410
COC(=O)CSc1nc(C)c2ccc(OC)cc2n1	-0.8%	-1.8%	0	-4	i	18	4.1	1.3	4.1	-0.2	1163	2	729	0.65	-0.24	0.029	0.81	·	·
Nc1cccc(/C=C/C(=O)O)c1	·	·	·	·	·	·	·	·	·	0.8	1253	42	705	-0.033	-0.27	-0.069	-0.0057	-0.2	1087
COc1cc(NC(=O)c2c(F)c(F)c(F)c(F)c2F)c(OC)cc1Cl	0.7%	-7.2%	-1	-3	i	-6	5.0	2.5	4.5	0.9	1070	-22	669	-2.1	0.011	-1.4	0.72	-0.04	1660
Cc1ccc(/C=N/n2cnc3sc(C)c(C)c3c2=O)o1	-0.6%	-7.4%	18	1	i	25	3.1	2.7	4.9	-2.6	1051	4	693	-0.35	0.21	0.32	-0.024	0.72	988
O=C(c1ccc(Oc2ccccc2)cc1)C1CCCN(C(=O)c2cnccn2)C1 (stereo not drawn)	·	·	·	·	·	·	·	·	·	1.5	1317	-4	748	-0.84	-0.24	-0.38	0.11	-0.07	1082
Clc1ccccc1CSc1nnc([C@@H]2CCCN2)o1	·	·	·	·	·	·	·	·	·	-0.8	1282	12	766	0.58	0.64	0.45	-0.0057	-0.29	1059
Cc1nc2ccc(NC(=S)NCc3ccccc3)cc2nc1C	-1.2%	-6.8%	-10	13	i	10	4.3	3.3	7.1	-3.5	1021	4	702	-0.45	-0.24	0.098	1.7	-0.1	1543

Results in Autophagy HCS cell loss 18 h and bCat nuc transl cell count 5 µM (three entries from above):
structure | Autophagy HCS cell loss 18 h | bCat nuc transl cell count 5 µM
Cc1nc2ccc(NC(=S)NCc3ccccc3)cc2nc1C | 10 | 1021
O=C(c1ccc(Oc2ccccc2)cc1)C1CCCN(C(=O)c2cnccn2)C1 (stereo not drawn) | · | 1317
Clc1ccccc1CSc1nnc([C@@H]2CCCN2)o1 | · | 1282
